# RMI FANCM FP: inhibitors of human RMI core complex binding to FANCM MM2 | Fluorescence polarization, RMI core complex with F-MM2 peptide; stronger effect = lower value | FP signal (polarization) at 33 µM | 70,000 tested, 0.58% active; in the data active means FP signal below about 40; further: inactives centre near 61; strong numbers were not always called active; unit not given here
# * hit, by the source's call. The list is partial; rates above refer to the full screens.
# Start of the data: the first 18 compounds, ahead of the listing:
RMI FANCM FP,Molecule
73,COc1ccccc1C(=O)N1CCN(c2nc3ccccc3s2)CC1
70,C[N+](C)(C)CC(=O)N/N=C\c1c2ccccc2cc2ccccc12
54,O=c1cc(-c2ccccc2)nc2c(-c3ccccc3)c[nH]n12
70,CC(=O)Nc1ccc(S(=O)(=O)Nc2ccc3c(c2)N(C(=O)C2CC2)CC3)cc1
60,CC(=O)NNc1nc(-c2ccc(C)cc2)cs1
61,Cc1cc(NC(=O)CSc2nnc(C)c3cnn(-c4ccc(F)cc4)c23)no1
59,COC(CC(=O)O)c1nc2ccccc2s1 (stereo not drawn)
73,CN(c1ccccc1)S(=O)(=O)c1ccsc1-c1nc(-c2cccc(Br)c2)no1
54,CC(C)(C)n1nc2c(c1NC(=O)C(=O)NCc1ccccc1Cl)CS(=O)(=O)C2
66,COC(=O)c1c[nH]c(=S)n1C
70,COc1ccc(OC)c(S(=O)(=O)NCCCn2nc(-c3cccs3)ccc2=O)c1
52,O=C1c2ccccc2C(=O)N1CNc1ccc(C2CCCCC2)cc1
64,CC(=O)N1CCN(C(=O)Cc2csc(Nc3cccc(Cl)c3)n2)CC1
57,COc1ccc(CCNS(=O)(=O)c2ccc(F)c(C(=O)Nc3ccc(Cl)cc3C(F)(F)F)c2)cc1OC
62,O=C(Oc1ccccc1)c1csc(C2COc3ccccc3O2)n1 (stereo not drawn)
51,CC(=O)OC1C[C@H](n2cc(C)c(=O)[nH]c2=O)O[C@@H]1COS(=O)(=O)c1ccc(C)cc1 (stereo partly drawn)
55,CC(=O)Nc1sccc1C#N
71,O=S(=O)(NCC1CCN(Cc2cccs2)CC1)c1ccccc1

# The list itself, previewed entries included:
RMI FANCM FP,Molecule
73,COc1ccccc1C(=O)N1CCN(c2nc3ccccc3s2)CC1
70,C[N+](C)(C)CC(=O)N/N=C\c1c2ccccc2cc2ccccc12
54,O=c1cc(-c2ccccc2)nc2c(-c3ccccc3)c[nH]n12
70,CC(=O)Nc1ccc(S(=O)(=O)Nc2ccc3c(c2)N(C(=O)C2CC2)CC3)cc1
60,CC(=O)NNc1nc(-c2ccc(C)cc2)cs1
61,Cc1cc(NC(=O)CSc2nnc(C)c3cnn(-c4ccc(F)cc4)c23)no1
59,COC(CC(=O)O)c1nc2ccccc2s1 (stereo not drawn)
73,CN(c1ccccc1)S(=O)(=O)c1ccsc1-c1nc(-c2cccc(Br)c2)no1
54,CC(C)(C)n1nc2c(c1NC(=O)C(=O)NCc1ccccc1Cl)CS(=O)(=O)C2
66,COC(=O)c1c[nH]c(=S)n1C
70,COc1ccc(OC)c(S(=O)(=O)NCCCn2nc(-c3cccs3)ccc2=O)c1
52,O=C1c2ccccc2C(=O)N1CNc1ccc(C2CCCCC2)cc1
64,CC(=O)N1CCN(C(=O)Cc2csc(Nc3cccc(Cl)c3)n2)CC1
57,COc1ccc(CCNS(=O)(=O)c2ccc(F)c(C(=O)Nc3ccc(Cl)cc3C(F)(F)F)c2)cc1OC
62,O=C(Oc1ccccc1)c1csc(C2COc3ccccc3O2)n1 (stereo not drawn)
51,CC(=O)OC1C[C@H](n2cc(C)c(=O)[nH]c2=O)O[C@@H]1COS(=O)(=O)c1ccc(C)cc1 (stereo partly drawn)
55,CC(=O)Nc1sccc1C#N
71,O=S(=O)(NCC1CCN(Cc2cccs2)CC1)c1ccccc1
58,COc1ccc(N2CCN(C(=O)C3(c4cccs4)CCCC3)CC2)cc1
64,O=C(Nc1ccc(-c2nc3ccccc3[nH]2)cc1)C1=COCCO1
52,Cc1nnsc1C(=O)N(Cc1ccccc1)C(C)C
54,N#C/C(=C\c1ccc(Cl)cc1Cl)C(N)=S
60,CSc1ncccc1C(=O)NC1(O)C(=O)c2ccccc2C1=O
170,COc1cccc(NC(=O)Cn2cccc(-c3nc(-c4ccc(Br)cc4)no3)c2=O)c1
62,Cc1cc(=O)c2c(o1)-c1c(cc(O)c(O)c1C(=O)O)OC2
66,Cc1cc(NC(=O)N2CCCCC2)no1
56,O=C(NCCC1=CCCCC1)C(=O)NCC(c1cccs1)N1CCc2ccccc2C1 (stereo not drawn)
64,CC(C)NC(=O)Cc1ccc(-n2c(=O)c3ccccc3n(CC(=O)NCc3ccco3)c2=O)cc1
59,O=C(N1CCN(Cc2ccc3c(c2)OCO3)CC1)C12CC3CC(CC(C3)C1)C2
28*,COc1cc(N=Cc2ccccc2OC(=O)c2cc(OC)c(OC)c(OC)c2)c(OC)cc1Cl
56,O=[N+]([O-])c1cccc(-c2ccc(C(=S)N3CCN(c4ccccc4)CC3)o2)c1
59,CCOC(=O)c1ccsc1NC(=O)c1ccccc1F
57,Cc1nc2cc(Cl)ccc2c(=O)n1CC1CCCO1 (stereo not drawn)
74,Cn1ccc(C(=O)Nc2nc(-c3ccc(-c4ccccc4)cc3)cs2)n1
58,CC(=O)c1ccc(C(=O)N(CCn2cccn2)c2nc3c(C)cc(C)cc3s2)cc1
44,On1c2c(c3c4nonc4ccc31)CCCC2
78,Cc1ccc(/C=C2/SC(=S)N(NC(=O)c3cccnc3)C2=O)o1
60,COc1ccccc1C1CCN(C(=S)Nc2ccccc2)CC1
53,O=[N+]([O-])c1ccc(CSc2c(Cl)cncc2Cl)c(Cl)c1
57,OC(CSc1nc(-c2ccccc2)ns1)C(F)(F)F (stereo not drawn)
73,Cn1ccc(C(=O)Nc2nc(-c3ccc4c(c3)OCCO4)cs2)n1
60,Cc1ccc(S(=O)(=O)N2CCCC2CNC(=O)c2cccs2)cc1 (stereo not drawn)
81,CC(=O)N1CCc2c(sc(NC(=O)c3ccc(S(=O)(=O)N(C)CC4CCCO4)cc3)c2C(N)=O)C1 (stereo not drawn)
60,CCc1nnc(NS(=O)(=O)c2ccc(NC(=O)Nc3ccc(OC)cc3)cc2)s1
52,CNCCNS(=O)(=O)c1ccc(N2C(=O)CC3(CCCC3)C2=O)c(Cl)c1
64,CN(c1ccccc1)S(=O)(=O)c1ccc(C(=O)Nc2nc3c(s2)COc2ccccc2-3)cc1
48,CCN1CCCc2cc(CCNC(=O)c3ccc(Br)o3)ccc21
74,CS(=O)(=O)Nc1ccccc1C1=NN(C(=O)c2ccco2)C(c2ccccc2Cl)C1 (stereo not drawn)
67,CCOc1ccc(-n2c(=S)sc3c(=O)[nH]c(SCC(=O)Nc4cc(C)cc(C)c4)nc32)cc1
63,O=[N+]([O-])c1cc(-c2ccc(C(=S)N3CCCCC3)o2)ccc1Cl
65,O=S(=O)(c1cc(Br)c(OCc2ccccc2)c(Br)c1)c1cc(Br)c(OCc2ccccc2)c(Br)c1
67,COc1ccc(N2C(=O)C3C(Cc4c[nH]c5ccccc45)NC4(C(=O)Nc5ccccc54)C3C2=O)cc1 (stereo not drawn)
74,CC(C)c1ccc(OCC(=O)NCCn2ncc3c(=O)n(Cc4ccccc4)cnc32)cc1
82,CCn1c(=NC(=O)c2ccnn2C)sc2c(OC)ccc(OC)c21
60,Cc1csc(NC(=O)CCCCCN2C(=O)/C(=C\c3cccs3)SC2=S)n1
61,CCn1c(=O)cc(N2CCN(c3ccc(F)cc3)CC2)[nH]c1=O
50,CC/C(C)=C1\SC(N2CCN(c3ccccc3[N+](=O)[O-])CC2)=NC1=O
74,O=S(=O)(c1ccccc1C(F)(F)F)N1CCN(c2ccc(-c3ccco3)nn2)CC1
56,CCOc1ccccc1C(=O)NCC(c1ccc2c(c1)CCCN2C)N1CCCC1 (stereo not drawn)
62,O=c1c([N+](=O)[O-])c(NCCCn2ccnc2)c2ccccc2n1-c1ccccc1

# (more compounds)
RMI FANCM FP,Molecule
67,CC(=O)Nc1cccc(NC(=O)Cc2csc(Nc3cccc(C(F)(F)F)c3)n2)c1
54,CS(=O)(=NS(=O)(=O)c1ccc(-c2ccccn2)s1)c1ccccc1 (stereo not drawn)
60,O=C(NCc1ccc(F)cc1)N1CCC(c2nnc(-c3ccco3)o2)CC1
63,CCOc1cn(-c2ccc(F)cc2)nc1C(=O)N1c2ccccc2CC1C (stereo not drawn)
76,CCCCOc1ccc(C(=O)Nc2ccc3c(c2)N(CCC)C(=O)C(C)(C)CO3)cc1
64,O=[N+]([O-])c1cc(Oc2ccccc2)cc(Oc2ccc(Br)cc2)c1
62,CC1(C)CC(=O)C(N=Nc2ccc(SC(F)(F)F)cc2)=C(O)C1
87,Cc1ccc2sc(N(CCN(C)C)C(=O)c3ccc4c(c3)OCCO4)nc2c1C
68,COc1cccc(NC(=O)NCC(c2ccsc2)N2CCCCCC2)c1 (stereo not drawn)
61,NNC(=O)COc1ccc(Cl)cc1
81,COc1ccc(S(=O)(=O)Nc2ccc3c(c2)N(C(=O)C2CCCC2)CC3)c(OC)c1
57,Cc1nn(-c2ccccc2)nc1C(N)=O

# Some of the entries above in a different format:
O=[N+]([O-])c1cc(Oc2ccccc2)cc(Oc2ccc(Br)cc2)c1
  RMI FANCM FP: 64
CS(=O)(=NS(=O)(=O)c1ccc(-c2ccccn2)s1)c1ccccc1 (stereo not drawn)
  RMI FANCM FP: 54

# Other compounds follow.
RMI FANCM FP,Molecule
64,Cc1nc(C)n(CC(O)COc2ccc(-c3ccccc3)cc2)n1 (stereo not drawn)
59,O=C(CSc1nc2c(c(=O)[nH]1)CN(Cc1ccccc1)CC2)Nc1ccc(F)c(Cl)c1
143,Cc1cc(C)c(NC(=O)Cn2cnc3c(-c4ccc(Cl)cc4)csc3c2=O)c(C)c1
72,O=C(NCC1CCN(Cc2cccs2)CC1)C1CC1
58,Cc1cc(C(=O)Nc2ccc(-c3cnco3)cc2)nn1C
47,CCc1nnc(NS(=O)(=O)c2ccc(NC(=O)c3coc4ccccc4c3=O)cc2)s1
64,O=C(NCCn1ncc2c(N3CCOCC3)ncnc21)C1(c2ccccc2)CCOCC1
113,O=C(CC(SCc1ccco1)c1ccc(C(F)(F)F)cc1)c1cccs1 (stereo not drawn)
64,CCN1CCN(C(c2ccc(Cl)cc2)c2c(C)[nH]c3ccccc23)CC1 (stereo not drawn)
69,CCn1c(=NC(=O)CCS(=O)(=O)c2ccc(OC)cc2)sc2c(C)cc(C)cc21
63,COC(=O)/C=C1/NCCNC1=O
76,O=C(Nc1ccncc1)c1ccc(NS(=O)(=O)c2cccc(Cl)c2)cc1
49,Cc1nc(/C(N)=N\OC(=O)c2ccccc2)c(C(F)(F)F)o1
57,O=C(Nc1ccccc1F)c1ccc([N+](=O)[O-])o1
97,Cc1cc([N+](=O)[O-])ccc1NC(=O)c1ccc(-n2cnnn2)cc1
81,Cc1cc(NC(=O)c2ccccc2C)n(-c2nc(-c3cccs3)cs2)n1
57,O=C(CN1C(=O)c2ccccc2C1=O)NCCS(=O)(=O)N1CCc2ccccc2C1
68,COC(=O)c1sccc1NC(=O)CS(=O)(=O)c1cccs1
57,Cc1cc(-n2c(C)nc3ncccc3c2=O)ccc1NC(=O)c1ccc(F)cc1F
97,CCn1c(=NC(=O)c2ccc(N3C(=O)CCC3=O)cc2)sc2cc(F)cc(F)c21
81,CCOC(=O)c1c(-c2ccc(C)c(C)c2)csc1NC(=O)CN1CCN(C)CC1
54,O=C(NCc1ccc2[nH]c3c(c2c1)CCCC3)c1ccc([N+](=O)[O-])cc1
60,COc1cc(C(=O)NNC(=O)CSCc2c(Cl)cccc2Cl)cc(OC)c1OC
57,Cc1c(-c2ccnn2S(C)(=O)=O)sc2ccc(Cl)cc12
62,O=C(CSc1nc(CC(=O)NC2CC2)cc(=O)[nH]1)NCc1ccc(F)cc1
76,O=C(c1ccc(NS(=O)(=O)c2cccc(C(F)(F)F)c2)cc1)N1CCCC1
46,NNC(=O)CS(=O)(=O)Cc1ccc(-c2csnn2)cc1
52,COc1ccc(/C=N\NC(=O)c2c(-c3ccccc3)noc2C)cc1
70,O=c1ccc(-c2ccc(F)cc2)nn1Cc1nc(-c2ccc(C(F)(F)F)cc2)no1
56,COc1ccc(N(CCC#N)S(=O)(=O)c2cccc3nsnc23)cc1
70,O=C(NCCn1ncc2c(=O)n(Cc3ccccc3F)cnc21)c1ccc(F)c(F)c1
56,O=S(=O)(Oc1ccc2nonc2c1)c1ccc(Cl)cc1Cl
59,Cc1cccc(NC(=O)CSc2nc3c(c(-c4ccco4)c2C#N)CCCC3)c1
65,CCOC(=O)c1oc2ccccc2c1N
59,Nc1ccccc1C(=O)NCC1CCCO1 (stereo not drawn)
70,O=C(Cn1c(-c2nnco2)cc2ccccc21)N1CCOCC1
49,COc1ccc(-c2cc(C(=O)N/N=C\c3c(F)cccc3Cl)[nH]n2)cc1
60,COc1ccc(C)cc1NC(=O)NCCOc1cc(N2CCOCC2)ncn1
56,O=c1sc2sc(=O)sc2s1
76,O=C(COc1ccc(Cl)cc1)N1CCN(c2ccc(-c3ccccc3)nn2)CC1
56,Nc1ccc(-c2ccc(C(=O)O)s2)cn1
60,Cc1csc(NC(=O)Cc2c(C)nc(SCc3ccccc3F)[nH]c2=O)n1
71,C=CCN1C(=O)C(C)(C)COc2ccc(NC(=O)CCC)cc21
63,CCS(=O)(=O)Nc1ccc2c(c1)CN(C(=O)c1ccccc1)CC2
63,CCSc1nc(-c2ccccc2)c(N)s1
64,O=[N+]([O-])c1cccc(-c2nnc3c4cnn(-c5ccc(F)cc5)c4ncn23)c1
65,Cc1nc2ccccn2c(=O)c1NC(=O)NCc1ccccc1
60,COc1ccc(-c2nc(C)c(CCNS(=O)(=O)c3cccc([N+](=O)[O-])c3)s2)cc1
68,COc1ccc(C(CNC(=O)C(=O)Nc2ccc(OC)cc2OC)N2CCOCC2)cc1 (stereo not drawn)
107,O=C(Cn1cnc2c(sc3ccccc32)c1=O)Nc1ccccc1
62,CCc1nnc(NC(=O)c2ccc(COC)o2)s1
62,COc1cc(C)c2c(c1)CCC1C2CCC2(C)C1CC[C@]2(C)O (stereo partly drawn)
72,Cn1ccc(C(=O)N(CC2CCCO2)c2nc3c(F)cc(F)cc3s2)n1 (stereo not drawn)
71,COc1ccc2nc(-c3ccc(F)c(NC(=O)C(C)(C)C)c3)cn2n1
56,O=C(Cc1csc(NC(=O)C2CCC(=O)N2)n1)Nc1ccc(F)c(Cl)c1 (stereo not drawn)
66,CCOC(=O)N1CCN(C(=O)Cc2csc(Nc3cccc(Cl)c3)n2)CC1
65,Cc1sc2nc(SCCCC(=O)NCCO)[nH]c(=O)c2c1C
63,COCCn1c(Sc2nc3ccccc3[nH]2)nc2c1c(=O)[nH]c(=O)n2C
70,Cc1ccc(-n2ncc3c(=O)[nH]c(=S)[nH]c32)cc1C
67,c1ccc(-c2nn[nH]n2)nc1

# Assay outcomes as filed in PubChem.
